C8 TRAIL sens: viability loss with TRAIL in NB7+C8 cells, primary screen, TRAIL sensitizer project, cell-based, ATPlite luminescence | inhibition (viability loss, TRAIL sensitization), % at 10 µM | 1% of 360,000 active;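 active = compounds causing at least 50% loss of cell viability in the single-dose screen, relative to plate controls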
TROY signal inh: inhibitors of TROY-driven NF-kB signaling, primary screen, Q293 LMP1-TROYcd cells, NF-kB luciferase, uHTS | Q293 LMP1-TROYcd NF-kB luciferase reporter, 4 h | inhibition, % at 10 µM | 0.98% of 360,000 active | AID 1347056, 2019;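 active = compounds whose plate-normalised and pattern-corrected inhibition of the luciferase reporter signal at the single screening dose is 50% or more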
EBV LMP1 NFkB: EBV LMP1-driven NF-kappaB luciferase reporter inhibitors, primary screen, cell-based, luminescence, single point | LMP1-induced NF-kappaB luciferase reporter cells | inhibition, % at 12.5 µM | 0.69% of 350,000 active | AID 504558, 2011; in the data active = inhibition above about 41%;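 note: 0% = neutral control wells and 100% = reference inhibitor control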
NR2F2 inh: NR2F2 transcriptional activity inhibitors, primary screen, cell-based, luciferase reporter, HEK293T, luminescence | HEK293T NGFI-A luciferase reporter | inhibition, % at 8.6 µM | 0.7% of 370,000 active;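 active = inhibition above a per-plate cutoff, mean inhibition of test wells between control levels plus 3 SD, cut at about 38% in these data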;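 note: cells cotransfected with COUP-TFII expression vector driving the NGFI-A reporter; 0% = median of COUP-TF2 test wells and 100% = reporter-only cells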
NOD2 RIPK2 PPI: NOD2-RIPK2 binding disruptors in cells, primary screen, fluorescence, CHO cells, BLA complementation | 0.38% of 360,000 active | AID 624267, 2012 | Receptor-interacting serine/threonine-protein kinase 2 (Homo sapiens), O43353 | CCF4 ratio | inhibition, % at 4.98 µM; in the data active = inhibition above about 21%;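 note: 0% = vehicle only and 100% = reference blocker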
NR5A2 inv ag: LRH-1 (NR5A2) inverse agonists, primary screen, cell-based, luminescence, HEK293T, StAR-luciferase reporter. LRH-1 transfected, 24 h. 0.13% of 360,000 active. inhibition, % at 3.6 µM;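 active = inhibition above the mean inhibition of all tested compounds plus 3 SD, cut at about 73% in these data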;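 note: 0% = DMSO wells and 100% = reporter-only cells lacking LRH-1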
SRC1 inh: SRC1 coactivator transcriptional activity inhibitors, primary screen, cell-based, luminescence; inhibition, % at 3.6 µM; Nuclear receptor coactivator 1 (Homo sapiens), Q15788; HEK293 GAL4-SRC1 luciferase reporter; 0.12% of 360,000 active;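 active = inhibition above the campaign mean plus 3 SD, with each screening campaign given its own cutoff, cut at about 60% in these data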;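 note: 0% = DMSO treated cells and 100% = gossypol at 36 µM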
NCOA2 inhibitor: inhibition of GAL4-SRC2 driven luciferase reporter, primary screen, SRC2 inhibitor project, cell-based, luminescence; Nuclear receptor coactivator 2 (Homo sapiens), Q15596; HEK293 GAL4-SRC2 luciferase reporter; inhibition, % at 9 µM; 0.17% of 370,000 active; AID 651957, 2012;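 active = inhibition above the mean inhibition of all tested compounds plus 3 SD, set per campaign, cut at about 52% in these data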;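 note: 0% = DMSO treated cells and 100% = cells given Gossypol at 36 µM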
Target sequence (Q15596 whole entry, looked up, the tested form may be a part): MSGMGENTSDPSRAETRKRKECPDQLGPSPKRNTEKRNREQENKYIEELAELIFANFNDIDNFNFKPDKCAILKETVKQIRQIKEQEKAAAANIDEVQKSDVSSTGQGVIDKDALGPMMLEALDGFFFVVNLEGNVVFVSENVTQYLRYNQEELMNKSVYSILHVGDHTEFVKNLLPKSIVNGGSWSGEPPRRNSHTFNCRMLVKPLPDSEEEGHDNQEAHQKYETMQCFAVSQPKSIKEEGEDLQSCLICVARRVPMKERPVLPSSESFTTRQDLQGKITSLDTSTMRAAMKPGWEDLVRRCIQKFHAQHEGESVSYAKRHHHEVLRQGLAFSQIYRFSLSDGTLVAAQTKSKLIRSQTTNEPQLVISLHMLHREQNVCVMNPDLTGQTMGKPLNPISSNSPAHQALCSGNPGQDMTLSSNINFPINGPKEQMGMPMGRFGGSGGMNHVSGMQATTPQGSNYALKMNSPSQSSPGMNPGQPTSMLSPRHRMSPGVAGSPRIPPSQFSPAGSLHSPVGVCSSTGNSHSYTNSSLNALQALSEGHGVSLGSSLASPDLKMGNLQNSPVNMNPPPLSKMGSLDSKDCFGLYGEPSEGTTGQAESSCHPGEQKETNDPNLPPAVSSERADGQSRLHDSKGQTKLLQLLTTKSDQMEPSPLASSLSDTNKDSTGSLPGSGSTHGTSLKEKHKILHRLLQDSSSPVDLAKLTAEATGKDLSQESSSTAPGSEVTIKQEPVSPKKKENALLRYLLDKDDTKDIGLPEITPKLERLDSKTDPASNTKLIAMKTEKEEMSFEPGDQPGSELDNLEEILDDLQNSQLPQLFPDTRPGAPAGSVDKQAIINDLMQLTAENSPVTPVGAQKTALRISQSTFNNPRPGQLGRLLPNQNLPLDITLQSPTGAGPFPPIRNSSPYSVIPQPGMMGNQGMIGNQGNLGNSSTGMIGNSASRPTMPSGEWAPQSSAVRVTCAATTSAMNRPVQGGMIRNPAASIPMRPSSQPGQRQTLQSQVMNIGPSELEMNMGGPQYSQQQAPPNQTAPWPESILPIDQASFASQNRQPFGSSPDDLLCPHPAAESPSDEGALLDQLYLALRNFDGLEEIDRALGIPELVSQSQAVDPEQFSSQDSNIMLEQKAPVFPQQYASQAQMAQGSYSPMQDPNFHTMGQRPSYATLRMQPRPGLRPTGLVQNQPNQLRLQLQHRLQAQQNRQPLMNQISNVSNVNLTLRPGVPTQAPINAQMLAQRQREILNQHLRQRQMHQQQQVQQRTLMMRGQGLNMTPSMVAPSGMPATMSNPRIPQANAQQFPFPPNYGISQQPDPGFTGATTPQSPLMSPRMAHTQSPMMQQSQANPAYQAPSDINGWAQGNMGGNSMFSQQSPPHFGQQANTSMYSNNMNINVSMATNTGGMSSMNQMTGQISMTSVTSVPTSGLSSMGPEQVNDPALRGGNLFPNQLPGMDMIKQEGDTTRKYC
NCOA3 inh: SRC3 coactivator transcriptional activity inhibitors, primary screen, cell-based, luminescence; HEK293 GAL4-SRC3 luciferase reporter; 0.17% of 360,000 active; Nuclear receptor coactivator 3 (Homo sapiens), Q9Y6Q9; inhibition, % at 3.6 µM; AID 588352, 2011;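 active = inhibition above a per-campaign cutoff, the mean of all compounds plus 3 SD, cut at about 60% in these data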;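 note: 0% = DMSO-treated cells and 100% = gossypol-treated cells at 36 µM; higher means less SRC3-driven luciferase light from the GAL4 reporter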
Vif imaging: HIV Vif self-association inhibitors, primary screen, imaging, HEK293T, single point. HEK293T cells, Vif self-association by quenched fluorescence, 24 h. AID 602346, 2012. inhibition, % at 7.49 µM. 0.35% of 340,000 active; in the data active = inhibition above about 50%, passing the limit was not always enough; note: some results filed as inactive read as strong as hits
TLR9-MyD88 block: inhibitors of TLR9-MyD88 association in cells, primary screen, cell-based, CHO, BLA complementation, fluorescence; inhibition, % at 4.98 µM; 0.21% of 340,000 active; AID 504734, 2011; CCF4 FRET ratio;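 active = inhibition above the mean over all tested compounds plus 3 SD, cut at about 21% in these data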;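 note: 0% = DMSO only wells and 100% = clavulanate BLA inhibitor control wells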
* marks the source's active call; other numbers are inactive results; x = no result given. The list is partial; the hit share may differ from the screen's.

nr	mol	NCOA2 inhibitor	TLR9-MyD88 block	NR5A2 inv ag	NR2F2 inh	NCOA3 inh	SRC1 inh	EBV LMP1 NFkB	TROY signal inh	C8 TRAIL sens	Vif imaging	NOD2 RIPK2 PPI
1	Cn1c(=O)c2[nH]c(=O)cnc2n(C)c1=S	-7	5	9	1	8	-3	-5	1	-9	-1	-3
2	O=C(CSc1c2c(nc3ccc(Cl)cc13)CCCC2)N1CCN(C(=O)c2ccco2)CC1	7	-2	2	20	21	-7	3	-7	11	5	2
3	CS(=O)(=O)c1ccc2nc(NC(=O)c3cccc(NS(=O)(=O)c4ccc(F)c(F)c4)c3)sc2c1	-5	3	-14	4	-13	-27	2	27	29	4	4
4	CCOc1ccccc1/C=N/NC(=O)CNC(=O)COc1ccccc1	-32	-2	3	10	9	-6	-9	5	-8	1	-61
5	CC(OC(=O)c1cccc(S(=O)(=O)N2CCN(C)CC2)c1)C(=O)Nc1ccc(C(N)=O)cc1 (centres undefined)	8	1	-5	-6	0	-12	3	16	3	11	-5
6	CCc1nnc(NC(=O)C(CC)CC)s1	-22	6	-16	-7	21	15	-3	-32	0	-4	-19
7	Cc1ccccc1OCCC(=O)Nc1ccc2c(C)cc(=O)oc2c1	-14	14	-11	9	-25	-3	-2	-27	-15	-1	6
8	Cc1ccc(CNS(=O)(=O)c2cn(C)cn2)cc1	-13	1	25	6	25	-5	-7	-7	-3	-3	2
9	Brc1c(OCCOCCn2cncn2)ccc2ccccc12	-25	-9	-46	-30	-8	-17	3	-44	7	0	4
10	C[C@@H](O)c1nc2ccccc2n1N	4	5	4	-1	7	0	-1	12	-14	5	-13
11	OC(CN1CCN(c2ccccn2)CC1)Cn1c2ccccc2c2ccccc21 (centres undefined)	-2	2	-2	12	26	2	-23	9	-14	-2	1
12	S=c1[nH]nc(-c2cccnc2)n1-c1ccccc1	-32	-6	18	6	-3	-10	1	5	-25	2	-11
13	N#Cc1nc(-c2ccc(OCc3ccccc3)cc2)oc1NCCCn1ccnc1	6	-10	-19	6	14	-38	-1	20	6	3	1
14	O=C(CCN1CCN(Cc2ccccc2)CC1)Nc1ccccc1Cl	10	-2	-4	-1	-7	-13	11	-19	7	-15	-9
15	COc1ccc(CC(=O)Nc2cc3oc4ccccc4c3cc2OC)cc1	-39	-5	-70	-32	-34	-71	-11	-49	-11	-2	6

The list goes on.
nr	mol	NCOA2 inhibitor	TLR9-MyD88 block	NR5A2 inv ag	NR2F2 inh	NCOA3 inh	SRC1 inh	EBV LMP1 NFkB	TROY signal inh	C8 TRAIL sens	Vif imaging	NOD2 RIPK2 PPI
16	Cc1cccc(-n2cnc(C(=O)N/N=C\c3ccc(Br)cc3)c2)n1	-8	4	-5	7	17	1	1	-1	-7	x	2
17	COc1ccc(N2CC(NS(=O)(=O)c3ccc4ccccc4c3)CC2=O)cc1 (centres undefined)	6	-4	-25	2	1	-12	4	19	1	-10	-1
18	CC1(C)CC2CC(C)(CN2CC(O)c2ccccc2)C1 (centres undefined)	-12	-3	-5	12	3	0	1	-2	5	-7	-6
19	COc1ccc(N(CC(=O)Nc2ccc(F)c(Cl)c2)S(=O)(=O)c2c(C)noc2C)cc1	1	3	-7	-7	-1	4	-8	-13	-1	0	-18
20	COc1cc(C(=O)NCc2cn3ccccc3n2)cc(OC)c1OC	-12	0	-9	-19	-2	17	-10	-13	-24	x	-11
21	COc1ccc(OC)c(CNC(=O)c2[nH]c(C(F)(F)F)nc2-c2ccccc2)c1	4	x	13	7	16	8	x	14	11	-27	-10
22	Cc1cccc(C(O)c2ncc(-c3ccc4ccccc4c3)[nH]2)c1C (centres undefined)	-3	x	-11	-3	-10	-3	x	10	-10	3	-2
23	O=C(CSc1nncn1-c1ccccc1)NC1CCCc2ccccc21 (centres undefined)	-1	-5	-21	-3	3	-18	10	17	-1	-4	-8
24	CC#CC#Cc1cccc(=O)o1	3	2	-12	-5	4	-6	-46	-25	11	4	-5
25	Cc1ccc(CNC(=O)c2cccnc2Cl)cc1	-3	0	1	8	8	-3	-2	10	-3	13	0
26	CCC(C)NC(=O)CN1C(=O)NC2(CCc3ccccc3C2)C1=O (centres undefined)	4	0	2	3	8	16	0	-11	-2	9	5
27	CC(O)C(NS(=O)(=O)c1ccc(Cl)cc1)C(=O)OCC(=O)N1CCN(c2ccccc2)CC1 (centres undefined)	14	-3	10	8	10	-5	-11	8	2	-11	-1
28	COc1cc(C)c(NC(=O)COc2ccc3c(c2)OCO3)cc1C	-12	-5	11	-4	-23	-23	-5	-46	-3	-10	-9
29	CCOC(=O)C1=C(C)NC(=O)C(C#N)C1c1ccncc1 (centres undefined)	4	-13	-4	21	-4	2	-22	-3	-8	-1	-14
30	CCOC(=O)N1CCc2c(sc(NC(=O)CN3CCOCC3)c2C#N)C1	20	x	18	11	9	1	x	11	10	1	-4

Further records:
nr	mol	NCOA2 inhibitor	TLR9-MyD88 block	NR5A2 inv ag	NR2F2 inh	NCOA3 inh	SRC1 inh	EBV LMP1 NFkB	TROY signal inh	C8 TRAIL sens	Vif imaging	NOD2 RIPK2 PPI
31	Cc1ccc(NC(=S)NNC(=O)CSc2nc3ccccc3c(=O)n2-c2ccc(C)cc2)cc1	2	2	-10	2	0	-16	4	8	9	-4	1
32	O=C(NCCCCc1ccccc1)C1CC(c2cccc(F)c2)=NO1 (centres undefined)	-22	-7	5	14	-9	-1	25	-14	-6	0	13
33	CN(c1ccc(C(=O)Nc2ccc3c(c2)OCCO3)cc1)S(C)(=O)=O	-35	1	-82	-6	-57	-71	-8	-40	42	-11	-4
34	Cc1ccc(CNC(=O)c2ccccc2NC(=O)CN2CC(C)OC(C)C2)cc1 (centres undefined)	-21	-3	22	8	7	-21	-7	2	-1	18	-13
35	COc1ccccc1C(=O)OCCCN=C1NS(=O)(=O)c2ccccc21	-6	3	-2	0	2	-9	-1	12	0	14	4
36	O=S(=O)(c1ccc(NC(=S)NCc2ccc(F)cc2)cc1)N1CCOCC1	-4	1	12	-4	8	16	-1	2	1	-14	0
37	CS(=O)(=O)NCCSCc1ccccc1	-11	9	10	-10	-15	3	-3	-11	10	-5	-4
38	O=[N+]([O-])c1ccc(N2CCN(Cc3ccccc3)CC2)nc1	-3	-1	0	7	20	-4	-2	-5	9	-2	9
39	CCOC(=O)C(C(=O)OCC)=C1OC(=O)c2ccccc21	-7	-1	-1	15	9	7	-3	-1	-6	-2	-1
40	COc1ccc(S(=O)(=O)N2CCC(C(=O)NC3CCCCC3)CC2)cc1C	-10	0	6	-4	7	-20	3	-1	4	7	-2
41	COc1ccc(S(=O)(=O)N2CCOCC2)cc1NC(=O)CSc1ncnc2ccccc12	-13	-6	-5	6	-1	-1	1	-2	4	6	2
42	CCOC(=O)N1CCN(C(=O)Cn2c(=O)sc3ccccc32)CC1	11	2	-7	5	1	7	7	2	29	15	1
43	Cc1cc(C)nc(/N=C(\N)Nc2ccc([N+](=O)[O-])cc2)n1	-14	2	-12	-11	0	-4	-10	-29	-5	-1	-7
44	COc1ccc(NC(=O)C2(C)CCCN(C(C)C)C2)cc1OC (centres undefined)	-18	x	23	8	9	6	x	7	5	20	-7
45	O=C(Cc1cccc([N+](=O)[O-])c1)Nc1cccc(C(=O)N2CCOCC2)c1	-35	3	3	-9	17	12	-1	7	-15	-1	-3

(next part)
nr	mol	NCOA2 inhibitor	TLR9-MyD88 block	NR5A2 inv ag	NR2F2 inh	NCOA3 inh	SRC1 inh	EBV LMP1 NFkB	TROY signal inh	C8 TRAIL sens	Vif imaging	NOD2 RIPK2 PPI
46	Nc1c(-c2ccccc2)cnc2c(-c3ccccc3)cnn12	-103	3	-155	-83	-139	-108	-17	48	84*	14	-6
47	CCOC(=O)N1CCN(c2c(N3CCN(c4ccccc4F)CC3)c(=O)c2=O)CC1	6	-6	16	8	7	-3	10	-1	-3	0	-6
48	CCOC(=O)CCNC(=O)N1CCC(CCC(=O)NCc2ccc(F)cc2)CC1	-7	4	2	-4	-1	-1	-14	-6	-16	-1	-7
49	O=S(=O)(CCN1CCOCC1)c1ccc(OC(F)(F)F)cc1	-11	5	19	3	4	1	-7	-6	12	-19	15
50	CCOC(=O)C1(C)CCCN1C(=O)c1ccc(C)cc1 (centres undefined)	-7	x	3	1	-5	0	x	-2	-3	7	-10
51	O=C(NC1CCCCC1)c1cnn2c(C(F)(F)F)cc(-c3ccco3)nc12	3	-3	4	-1	9	-15	-3	-4	23	-7	24*
52	CCOc1ccccc1NC(=O)C1C2CCC(O2)C1C(=O)O (centres undefined)	5	2	3	-6	13	10	-8	10	5	4	-1
53	O=C(C[n+]1ccc(C(=O)NCc2ccccc2)cc1)c1ccc2c(c1)OCCO2	11	4	22	-12	4	10	1	12	8	-3	-3
54	Cc1cc(F)cc(C)c1Cn1cnc2c(cnn2C(C)(C)C)c1=O	-30	-2	-10	-1	-8	4	0	-23	5	-6	5
55	O=C(CSc1nc2ccccc2o1)Nc1ccc(Cl)cc1	-24	-2	-45	0	-18	-46	-5	-3	7	6	-3

Filtered by structure: the entries above with bromine
nr	mol	NCOA2 inhibitor	TLR9-MyD88 block	NR5A2 inv ag	NR2F2 inh	NCOA3 inh	SRC1 inh	EBV LMP1 NFkB	TROY signal inh	C8 TRAIL sens	Vif imaging	NOD2 RIPK2 PPI
9	Brc1c(OCCOCCn2cncn2)ccc2ccccc12	-25	-9	-46	-30	-8	-17	3	-44	7	0	4
16	Cc1cccc(-n2cnc(C(=O)N/N=C\c3ccc(Br)cc3)c2)n1	-8	4	-5	7	17	1	1	-1	-7	x	2

Assay outcomes from PubChem BioAssay.
